High-throughput results (PubChem BioAssay)
IEC-6 tox = IEC-6 cytotoxicity, counter-screen for KLF5 inhibitors; luminescence viability; 0.78% of 290,000 active; inhibition, % at 5 µM; AID 1825; in the data active = inhibition above about 22%;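 also: 0% = plate median of test compound wells and 100% = cytotoxic reference compound wells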
HSP90 refold inh = inhibitors of HSP90 luciferase refolding in rabbit reticulocyte lysate. AID 1789. luciferase refolding luminescence, 3 h. 0.91% of 290,000 active. inhibition, % at 5.6 µM;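 active = inhibition above the screen-wide mean plus 3 SD, computed separately per campaign, cut at about 16% in these data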;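 also: 0% = DMSO wells and 100% = 60 µM geldanamycin wells; inhibitors lower the luminescence because luciferase stays unfolded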
HSF1 activator = increases HSF-1 driven luciferase reporter signal; NIH3T3-HGL HSF-1 luciferase reporter, MG132, 8 h; 100% = twice DMSO control signal; activation, % at 9 µM; 1.7% of 300,000 active; AID 504408;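 active = mean replicate activation of at least 50% with a set share of replicates each reaching 50%; inconclusive = only one of those two conditions met; inactive = mean below 50% and too few replicates reaching it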;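 also: 0% = median of the neutral control wells and 100% = twice that signal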
KLF5 inhibitor = inhibitors of KLF5 expression; inhibition, % at 5 µM; DLD-1 KLF5 promoter-luciferase reporter, luminescence; 0.23% of 290,000 active;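 active = inhibition above a per-plate limit of that plate's mean compound inhibition plus 3 SD, cut at about 60% in these data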;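 also: 0% = DMSO wells and 100% = LY294002 at 200 µM; higher means less KLF5 promoter-driven luciferase light; inactives centre near -14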
Platelet DG rel = modulates dense granule release in human platelets. 0.22% of 300,000 active. inhibition, %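 (compounds screened at 7.5 µM in platelet-rich plasma)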. AID 1663. human platelet-rich plasma, SFLLRN dense granule ATP release, luminescence;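 active = mean replicate score, as percent of positive control, at or above 50; inconclusive = mean below 50 but at least one replicate at or above 50; inactive = mean and every replicate below 50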
aSyn UTR inh = MLPCN primary screen, SNCA 5' untranslated region | 0.82% of 300,000 active | alpha-synuclein 5'UTR reporter, inhibitor activity | AID 1813 | inhibition, % (tested at 7.5 µM); in the data active = inhibition above about 60%; inconclusive = no clear call, values can overlap the other calls;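 also: H4 neuroglioblastoma cells stably carrying SNCA 5'UTR luciferase fusion; 0% = DMSO wells and 100% = positive control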
Dyrk1A ADPGlo = blocks rat Dyrk1A kinase activity; ADP-Glo luminescence, NFATc1 peptide; 0.43% of 310,000 active; AID 504441; Q63470; inhibition, % at 12.5 µM; in the data active = inhibition above about 50%;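 also: plate controls were vehicle with enzyme for no effect and no enzyme for full effect; many of its hits are not listed in these tables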
HSF1 inh = HSF1 inhibition; NIH3T3-HGL HSE-luciferase, MG132-induced, luminescence 8 h; active compounds read low; activity change, negative = inhibition, % at 7.5 µM (by protocol); 0.77% of 300,000 active;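 active = more than half of replicate wells show activity change below -50%, luminescence cut by over half; inconclusive = some wells, but at most half, below -50%; inactive = no replicate well below -50%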;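 also: luciferase reports HSF-1 transcriptional activity via heat shock element; 0% = median of DMSO wells and -100% = zero luminescence signal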
GSK3 alpha inh = inhibitors of human GSK-3 alpha kinase | P49840 | ADP-Glo luminescence, 60 min | inhibition, % at 10 µM | 0.1% of 320,000 active | AID 2650;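 in the data active = inhibition above about 50%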;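 also: GST-tagged GSK-3 alpha with peptide substrate and 25 µM ATP; 0% = DMSO neutral wells and 100% = GW8510 positive control wells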
Target sequence (P49840 whole entry, looked up): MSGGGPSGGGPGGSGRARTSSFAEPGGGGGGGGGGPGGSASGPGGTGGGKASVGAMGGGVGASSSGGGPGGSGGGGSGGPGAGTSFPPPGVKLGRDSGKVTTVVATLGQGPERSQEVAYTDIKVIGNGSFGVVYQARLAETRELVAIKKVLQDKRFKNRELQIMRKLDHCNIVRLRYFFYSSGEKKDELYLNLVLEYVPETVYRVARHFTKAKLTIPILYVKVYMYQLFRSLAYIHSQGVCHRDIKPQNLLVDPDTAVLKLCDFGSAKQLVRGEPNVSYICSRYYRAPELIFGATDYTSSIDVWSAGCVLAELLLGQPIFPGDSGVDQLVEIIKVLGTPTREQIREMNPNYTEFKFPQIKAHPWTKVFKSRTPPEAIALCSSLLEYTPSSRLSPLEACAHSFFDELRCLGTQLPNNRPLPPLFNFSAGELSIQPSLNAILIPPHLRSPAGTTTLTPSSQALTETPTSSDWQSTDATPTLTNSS
GSK3B inh = human GSK3beta kinase inhibition; P49841; GST-GSK3beta kinase, ADP-Glo luminescence, 60 min; active compounds read low; activity score (negative = inhibition), % at 10 µM; 0.038% of 300,000 active;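 active = more than half of replicate wells score below -50%, meaning over 50% inhibition versus plate controls; inconclusive = some replicates but at most half score below -50%; inactive = no replicate scores below -50%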;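 also: 0% = median DMSO wells and -100% = median GW8510 positive control wells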
Target sequence (P49841 whole entry, looked up): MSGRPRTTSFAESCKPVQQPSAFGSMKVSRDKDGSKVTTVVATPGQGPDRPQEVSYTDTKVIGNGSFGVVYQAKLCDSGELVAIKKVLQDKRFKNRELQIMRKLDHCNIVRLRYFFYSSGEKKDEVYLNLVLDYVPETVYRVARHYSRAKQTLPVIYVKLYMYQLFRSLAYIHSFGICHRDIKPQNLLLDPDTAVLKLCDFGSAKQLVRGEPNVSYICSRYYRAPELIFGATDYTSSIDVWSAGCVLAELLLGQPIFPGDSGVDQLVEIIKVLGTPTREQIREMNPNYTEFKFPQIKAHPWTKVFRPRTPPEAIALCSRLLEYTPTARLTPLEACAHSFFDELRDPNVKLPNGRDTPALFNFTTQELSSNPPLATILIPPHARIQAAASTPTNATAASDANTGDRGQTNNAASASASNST
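Test system: GST-tagged human GSK3beta kinase, cell-free; evaluation: activity score scaled between in-plate DMSO and GW8510 controls; measured by: ADP-Glo luminescence; incubation: 60 min reaction, RT; benchmarks: DMSO and 20 µM GW8510; reagent: peptide substrate plus 25 µM ATP (final); medium: Tris/MgCl2 kinase buffer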
* = called active by the depositor; u = inconclusive; x = not tested or not shown.

| structure | HSF1 activator | aSyn UTR inh | GSK3B inh | HSP90 refold inh | KLF5 inhibitor | HSF1 inh | IEC-6 tox | GSK3 alpha inh | Dyrk1A ADPGlo | Platelet DG rel |
| --- | --- | --- | --- | --- | --- | --- | --- | --- | --- | --- |
| CSC(=NC#N)N1CCN(c2ccccc2)CC1 | -5.0 | 19.7 | 3.7 | 2.5 | 0.2 | -0.4 | 4.9 | 0.0 | -0.3 | -10.1 |
| COc1cccc(OCCNC(=O)c2cc(OC)c(OC)c(OC)c2)c1 | -9.1 | 10.6 | 0.2 | -1.4 | 0.5 | -2.9 | 10.0 | -0.4 | x | 5.9 |
| O=S1(=O)CC/C(=N\Nc2ccc(F)cc2)c2ccsc21 | -79.4 | -16.1 | 1.1 | -1.3 | 3.9 | -74.8* | 2.7 | 0.7 | 0.9 | 1.0 |
| O=C(c1ccc(S(=O)(=O)Nc2ccccc2)cc1)N1CCCC1 | 1.8 | -2.6 | 1.7 | x | x | -4.3 | x | -0.5 | 0.3 | 4.8 |
| CCOC(=O)N1CCC(N(CCN(C)C)C(=S)Nc2cccc(SC)c2)CC1 | -24.9 | 26.6 | -0.6 | 2.7 | 0.9 | -18.7 | 0.1 | -0.4 | 4.9 | 0.9 |
| O=C(COc1ccccc1[N+](=O)[O-])N(Cc1cccc(Br)c1)C1CCS(=O)(=O)C1 (centres undefined) | -20.3 | 17.2 | 2.6 | 4.2 | -16.0 | 0.0 | -1.4 | 0.3 | 0.6 | -4.9 |
| O=C(Nc1cccc2ccccc12)c1cccc(F)c1 | 14.7 | -9.3 | 1.4 | 2.7 | -29.0 | -2.4 | 1.3 | -1.8 | 0.9 | -0.1 |
| O=C(CCN1C(=O)/C(=C/c2ccc(F)cc2)SC1=S)NCCc1cnc[nH]1 | -2.1 | -20.4 | 0.2 | -1.6 | -36.5 | 0.9 | 1.6 | x | 0.3 | -1.7 |
| Cc1ccc(NC(=O)CN(C)C(=O)COC(=O)C(C)(C)Oc2ccc(Cl)cc2)cc1 | 28.8 | 15.1 | -2.5 | -0.5 | -8.4 | 3.7 | -6.2 | 4.3 | 0.0 | -10.4 |
| O=C(Nc1ccc2oc(-c3ccc4ccccc4c3)nc2c1)c1cccs1 | 29.9 | -233.4 | 3.0 | 13.8 | -139.9 | 15.2 | 3.6 | 11.8 | 6.5 | -11.6 |
| CC1CN(CC(=O)NC(C)c2ccccc2)CC(C)O1 (centres undefined) | 2.9 | -0.8 | 4.1 | -5.8 | -53.0 | -1.2 | -1.5 | -1.3 | 0.5 | 2.0 |
| O=C(Nc1ccc2c(c1)OCCO2)c1ccc(Cl)c([N+](=O)[O-])c1 | 7.6 | -104.5 | -2.1 | 1.0 | -35.8 | 11.2 | 3.0 | -5.4 | 1.3 | 3.5 |
| COc1ccc(NC(=O)CSCc2cc(=O)n3ccsc3n2)cc1 | -8.7 | 6.5 | -3.1 | 2.8 | -9.9 | -7.5 | 7.5 | -2.5 | -4.1 | 2.8 |
| COc1cccc(NC(=O)C2=COCCO2)c1 | 15.7 | -63.6 | 2.3 | x | x | 8.6 | x | 1.4 | 18.0 | 13.5 |
| O=C(CNC(=O)c1ccc(Br)cc1)N=Nc1c(O)[nH]c2ccc([N+](=O)[O-])cc12 | -12.8 | -7.6 | 2.3 | 0.3 | 0.7 | 0.5 | 0.0 | -2.4 | 22.5 | -0.1 |
| Cc1cccnc1NC(=O)CCCNC(=O)c1ccc(Cl)cc1 | -5.8 | 6.2 | 4.8 | x | x | -4.8 | x | -1.3 | -0.5 | -1.8 |
| O=C(CNc1ccc2c(c1)OCO2)N/N=C\c1cn(Cc2ccccc2)c2ccccc12 | 17.7 | 81.2* | 0.1 | 6.0 | -24.0 | 8.4 | -4.3 | 0.5 | -3.2 | -5.2 |
| CC(=O)c1ccc(N2CCN(C(=O)c3ccc(OCc4c(C)noc4C)cc3)CC2)cc1 | 9.3 | 1.9 | 2.2 | -6.5 | -39.0 | 1.3 | 2.1 | -0.3 | -2.5 | 1.4 |
| CCc1ccc(-c2ccc3nnc(SCC(=O)NCC4CCCO4)n3n2)cc1 (centres undefined) | -17.6 | 15.7 | -0.2 | x | x | -9.8 | x | -2.1 | -5.9 | 32.3 |
| CC1(C)Cc2c(sc3nc(SCC(=O)NCc4ccccc4)n(-c4ccccc4)c(=O)c23)CS1 | 6.9 | 1.0 | 0.8 | -0.5 | -1.5 | -7.0 | -6.0 | -0.1 | 3.8 | 0.3 |
| NCC(c1ccco1)c1c[nH]c2ccccc12 (centres undefined) | -12.8 | 42.7 | -0.9 | 0.5 | -13.8 | 2.0 | -1.1 | -0.2 | 0.4 | 3.0 |
| Clc1ccc(CNCC2CCCO2)c(Cl)c1 (centres undefined) | -1.9 | -4.0 | -2.9 | x | x | -1.4 | x | -2.9 | x | 0.0 |
| COc1ccc(Cl)cc1NC(=O)NNC(=O)c1ccccn1 | 0.4 | 30.9 | 2.9 | -4.7 | -11.9 | -1.8 | -4.0 | x | 9.3 | -2.7 |
| CC1(C)CC(=O)C=C(Nc2ccc(C(=O)O)cc2)C1 | 9.7 | -13.5 | 2.1 | -3.5 | -14.4 | -6.0 | 5.3 | -2.2 | 1.8 | -6.9 |
| O=C1CC(NC(=O)c2ccc(Cl)cc2)C(=O)N1 (centres undefined) | 13.6 | 6.0 | 1.0 | -2.0 | -44.5 | 0.0 | 1.3 | -1.4 | -4.6 | 22.6 |
| CC(C)(C)C1CCC2(CC1)C(Nc1cccc(C(F)(F)F)c1)=NC(=S)N2CC#N (centres undefined) | -13.2 | 40.2 | -4.9 | 2.2 | -63.0 | -1.5 | 3.5 | -2.4 | -1.5 | -1.8 |
| CCCCn1c(=NC(C)=O)c(C#N)cc2c(=O)n3cccc(C)c3nc21 | 0.8 | 3.9 | 1.0 | x | x | -4.6 | x | 5.1 | -2.6 | 1.8 |
| O=S(=O)(Nc1ncccn1)c1cc(Cl)ccc1Cl | 6.3 | 1.1 | 2.1 | 1.1 | -12.9 | -0.6 | -8.0 | -0.7 | 6.9 | 4.3 |
| Nc1ccc(Br)cc1Br | 3.1 | 25.5 | -1.8 | 5.4 | -6.7 | -1.0 | 1.7 | -1.8 | -2.1 | 12.0 |
| COc1cccc2c(C)cc(N3CCCCCC3)nc12 | 4.0 | 5.8 | 0.7 | 2.7 | -10.1 | 4.6 | 4.1 | -0.9 | 5.1 | -1.3 |
| CCc1nnc(NC(=O)c2ccc(-c3ccccc3F)o2)s1 | 23.6 | -65.0 | 1.6 | 1.0 | -49.3 | 2.1 | -0.3 | 0.2 | 0.1 | 1.3 |
| COc1cc(CCCN2C(=S)NC[C@@H]2CCCCN)cc(OC)c1OC | -16.2 | -18.8 | -6.6 | 0.3 | 1.2 | 0.8 | 0.8 | 0.1 | -0.1 | 1.4 |
| Cc1ccc(SCc2nc3ccccc3n2CC(=O)Nc2ccc(Cl)cc2)cc1 | -0.5 | 26.9 | -2.5 | -1.6 | -14.4 | -0.9 | -3.6 | 1.1 | -0.2 | 2.0 |
| CCN1CCC2(CC1)N=C(c1ccc(F)cc1)C(=S)N2C(=O)c1ccc(C(C)(C)C)cc1 | 44.2 | 9.0 | 0.9 | 0.9 | -38.1 | 20.1 | -5.0 | -0.4 | -1.1 | 0.7 |
| Cc1ccc(S(=O)(=O)N2CCN(c3ccc(C(=O)N4CCOCC4)cc3[N+](=O)[O-])CC2)cc1 | 30.5 | 0.7 | 1.1 | -4.2 | -10.6 | 5.9 | 1.6 | -3.3 | -7.8 | -13.3 |
| COC(=O)c1c(C(=O)OC)c(-c2ccccc2)n2c1CS(=O)(=O)C2 | 3.0 | -5.2 | 0.2 | -2.5 | -12.9 | -4.4 | -1.4 | 2.8 | 2.6 | 0.2 |
| CCOC(=O)/C(C#N)=C/N1CCOCC1 | -6.0 | -8.7 | 1.0 | 6.5 | -32.3 | -0.6 | 0.1 | 0.4 | 6.2 | 4.1 |
| COc1ccc(C(=O)/C=C/Nc2ccc([N+](=O)[O-])cc2)cc1 | 43.0 | -106.4 | 1.1 | 2.7 | -15.1 | 21.6 | 1.5 | -1.3 | -12.3 | -12.3 |
| CCCC(=O)Nc1ccc2c(c1)C(=O)NC2=O | 5.9 | -1.1 | -18.1 | 2.5 | -33.0 | -1.3 | -1.3 | 34.3 | 23.3 | 9.0 |
| CCC(C)NC(=O)C1CCC(CNS(=O)(=O)c2ccccc2)CC1 (centres undefined) | 2.6 | 9.3 | 2.1 | 2.3 | -21.7 | -3.0 | -2.4 | -0.8 | -0.3 | 11.8 |
| CC(=O)Nc1ccc(NC(=O)C2CCN(S(=O)(=O)c3cccc4nonc34)CC2)cc1 | -1.5 | 11.5 | 0.1 | -0.7 | -4.1 | -4.2 | -5.4 | 0.9 | x | -2.3 |
| NS(=O)(=O)c1cccc(NC(=O)Nc2ccc(Cl)cc2)c1 | 29.8 | -91.9 | -1.3 | -0.4 | -20.2 | 9.5 | -3.3 | -2.6 | 11.5 | 2.1 |
| Cc1cccc(N2CCN(c3nc(C)cc(C)c3C#N)CC2C)c1 (centres undefined) | u | -6.0 | 0.7 | -5.0 | 7.8 | 19.7 | -8.4 | 3.8 | x | -6.0 |
| COc1ccc(C(=O)COC(=O)c2ccco2)cc1 | 18.9 | -30.4 | 2.3 | 4.0 | -19.5 | 11.4 | 2.7 | 2.8 | 3.9 | 4.1 |
| COC(=O)c1sc2ccccc2c1NC(=O)c1cccs1 | -2.0 | 20.4 | -1.7 | -2.3 | -21.1 | -9.0 | -2.5 | 4.0 | 8.6 | 2.6 |
| CCNC(=O)N(CCOC)CC1CCCN(C2Cc3ccccc3C2)C1 (centres undefined) | -15.2 | -3.5 | 1.4 | 7.2 | -19.3 | 0.9 | -0.2 | x | 14.2 | 5.0 |
| CN(CC(=O)Nc1c(Cl)cccc1Cl)C(=O)CC1Sc2ccccc2NC1=O (centres undefined) | 6.2 | -8.8 | -0.9 | x | x | 1.1 | x | 1.9 | -5.2 | -6.8 |
| Cc1noc(C)c1C(=O)N1CCCC(Nc2ccc(C(C)C)cc2)C1 (centres undefined) | 4.2 | 3.2 | 0.7 | -2.8 | -21.9 | 3.4 | -2.0 | -0.6 | -1.7 | -1.9 |
| Cc1cc(C(=O)CSc2nnc(-c3ccco3)o2)c(C)n1Cc1ccco1 | 2.9 | -38.5 | 2.2 | 3.3 | 0.1 | 13.1 | 1.3 | -0.1 | -5.5 | 2.0 |
| CCc1ncc(CN2CCC(C(=O)Nc3cccc(-c4cscn4)c3)CC2)cn1 | -5.0 | 33.3 | 1.1 | 1.1 | -26.3 | -7.2 | -0.1 | 0.3 | -2.8 | 1.6 |
| CN=C(C)c1c(O)c2ccccc2oc1=O | 3.2 | -25.6 | 0.0 | 3.0 | -6.0 | 6.1 | -1.9 | 5.1 | 8.4 | 0.8 |
| O=C(N/N=C/C=C/c1ccco1)/C(=C/c1ccccc1)NC(=O)c1ccccc1 | -6.7 | -42.8 | -6.3 | 3.0 | -19.1 | 1.2 | -9.0 | 0.0 | -8.6 | -6.0 |

Not all compounds are listed; the hit share may differ from the screen's.
